PP5 primary – PP5 phosphatase inhibitors, primary screen, biochemical, fluorescence | Serine/threonine-protein phosphatase 5 (Homo sapiens), P53041 | purified PP5c, OMFP substrate fluorescence | inhibition, % at 6.7 µM | 0.18% of 320,000 active;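 active = inhibition above the campaign's mean inhibition across all tested compounds plus 3 SD, cut at about 9.5% in these data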;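 also: 0% = DMSO only and 100% = 100 µM cantharidin control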
Target sequence (P53041 whole entry, looked up): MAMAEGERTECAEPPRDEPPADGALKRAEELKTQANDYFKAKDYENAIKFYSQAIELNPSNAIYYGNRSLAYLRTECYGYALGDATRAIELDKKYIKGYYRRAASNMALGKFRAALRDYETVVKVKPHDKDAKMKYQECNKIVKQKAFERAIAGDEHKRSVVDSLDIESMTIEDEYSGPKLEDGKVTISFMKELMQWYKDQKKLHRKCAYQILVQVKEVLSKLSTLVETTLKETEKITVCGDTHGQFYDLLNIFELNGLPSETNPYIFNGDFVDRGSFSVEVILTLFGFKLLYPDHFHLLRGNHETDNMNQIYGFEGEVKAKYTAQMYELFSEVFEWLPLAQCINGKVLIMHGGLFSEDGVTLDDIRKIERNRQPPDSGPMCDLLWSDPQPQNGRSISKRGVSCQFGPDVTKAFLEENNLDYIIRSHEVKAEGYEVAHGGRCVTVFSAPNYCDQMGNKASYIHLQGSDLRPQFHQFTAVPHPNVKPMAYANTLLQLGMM
PREPL inhibitor – PREPL enzyme inhibitors, primary screen, biochemical, fluorescence polarization | inhibition, % at 5.96 µM | AID 2751, 2010 | 0.68% of 320,000 active | Prolyl endopeptidase-like (Homo sapiens), Q4J6C6 | recombinant PREPL, fluorescence polarization activity-based probe; in the data active = inhibition above about 43%;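 also: 0% = enzyme with DMSO and 100% = wells lacking enzyme; many of its hits are not listed in these tables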
Efflux pump inh – inhibitors of Candida efflux pumps in yeast, primary screen, S. cerevisiae, Nile Red, multiplex; inhibition, % at 10 µM; S. cerevisiae Candida pump triplex; AID 485275, 2010; 0.44% of 330,000 active;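 active = plate passing quality check with inhibition over a set limit, or well fluorescence over plate mean plus 4 SD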;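 also: Nile Red retained in pooled yeast measured as flow cytometry median fluorescence; 0% = buffer negative control and 100% = Enniatin B positive control; higher means more Nile Red kept so more efflux inhibition; some compounds called inactive have numbers as strong as hits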
core dimer inh – inhibitors of HCV core protein dimerization, primary screen, biochemical, TR-FRET, high-throughput; TR-FRET GST/Flag-core106 dimerization, 1536-well; inhibition, % at 5 µM; 0.33% of 300,000 active;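 active = inhibition above the mean of all tested compounds plus 3 SD, set per screening campaign, cut at about 45% in these data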
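Material: GST/Flag-tagged HCV core106 proteins. Incubation: 4 h, 22.5 °C incubation. Read-out basis: inhibition (%) from 671 over 617 nm ratio. Measured by: TR-FRET, excitation 340 nm, emission 617 and 671 nm.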
TPT1 inhibitor – Candida albicans TPT1 enzyme inhibitors, primary screen, biochemical, fluorescence polarization; recombinant caTPT1, FP RNA substrate dephosphorylation; inhibition, % at 5 µM; 0.81% of 300,000 active;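 active = inhibition above the mean of all tested compounds plus 3 SD, set per screening campaign, cut at about 24% in these data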;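 also: plate controls were DMSO alone for no effect and ferristatin control at 100 nM for full effect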
Fh CTSL1 inh – Fasciola hepatica cathepsin L1 inhibitors, primary screen, counter-screen for PFM18AAP inhibitor project, biochemical, QFRET, fluorogenic peptide substrate; recombinant F. hepatica cathepsin L1, Z-Leu-Arg-MCA fluorescence; inhibition, % at 5.96 µM; 0.49% of 300,000 active;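 active = inhibition above the mean of all tested compounds plus 3 SD, set per screening campaign, cut at about 17% in these data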;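 also: 0% = plate median of test compound wells and 100% = 1 µM Z-Phe-Ala-diazomethylketone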
PP1 inh – PP1-alpha phosphatase inhibitors, primary screen, counter-screen for PP5 inhibitor project, biochemical, fluorescence, OMFP substrate, single point; Serine/threonine-protein phosphatase PP1-alpha catalytic subunit (Homo sapiens), P62136; purified PP1alpha; inhibition, % at 6.7 µM; AID 2235, 2010; 0.9% of 320,000 active;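 active = inhibition above the mean inhibition of all tested compounds plus 3 SD, computed separately for each screening campaign, cut at about 15% in these data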
Target sequence (P62136 whole entry, looked up): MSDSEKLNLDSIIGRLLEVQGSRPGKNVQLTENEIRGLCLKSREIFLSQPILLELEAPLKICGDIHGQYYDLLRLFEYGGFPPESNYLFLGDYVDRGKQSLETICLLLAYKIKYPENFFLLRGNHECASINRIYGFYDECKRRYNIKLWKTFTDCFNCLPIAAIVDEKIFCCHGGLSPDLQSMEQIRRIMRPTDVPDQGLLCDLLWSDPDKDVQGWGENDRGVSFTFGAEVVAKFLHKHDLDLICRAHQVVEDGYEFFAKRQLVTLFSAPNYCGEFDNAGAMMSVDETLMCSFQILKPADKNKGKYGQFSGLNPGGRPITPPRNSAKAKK
ZTA DNA inh – counter-screen for EBNA-1 inhibitors: inhibitors of Epstein-Barr virus ZTA; P03206; ZTA-DNA binding, fluorescence polarization; inhibition, % at 11 µM; 0.15% of 320,000 active; in the data active = inhibition above about 33%
Target sequence (P03206 whole entry, looked up): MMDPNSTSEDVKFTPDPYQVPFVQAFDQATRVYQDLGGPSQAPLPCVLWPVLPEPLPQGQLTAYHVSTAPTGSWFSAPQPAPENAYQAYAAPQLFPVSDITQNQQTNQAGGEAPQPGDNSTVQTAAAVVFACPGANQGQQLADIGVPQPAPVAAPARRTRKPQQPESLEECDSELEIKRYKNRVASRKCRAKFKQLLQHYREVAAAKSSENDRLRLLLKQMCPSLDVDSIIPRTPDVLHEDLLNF
EBNA-1 inh – EBNA-1 DNA-binding inhibitors, primary screen, biochemical, fluorescence polarization | inhibition, % at 14.8 µM | AID 1950, 2009 | 0.34% of 300,000 active; in the data active = inhibition above about 28%
* hit, by the source's call; x = no result given. This is a subset; the hit share may differ from the screen's.

entry	Compound	Efflux pump inh	PP5 primary	Fh CTSL1 inh	core dimer inh	TPT1 inhibitor
1	O=C(NCCN1CCCCC1)Nc1ccccc1F	0.0	0.6	1	-15	-2
2	C=CCNC(=O)N1CCCC(N2CCN(c3ccccc3OC)CC2)C1 (centres undefined)	-0.1	-0.5	1	-6	-2
3	COc1ccc(NC(=O)CN(c2ccc(C)cc2)S(C)(=O)=O)c(OC)c1	-0.2	0.9	-2	-3	-4
4	COC(=O)C(C)Sc1nc2c(cnn2-c2ccc(F)cc2)c(=O)[nH]1 (centres undefined)	0.2	0.5	0	7	0
5	CCS(=O)(=O)N1CCC(C(=O)NCc2cccnc2)CC1	-0.1	1.8	-1	-4	-1
6	Cc1cc(C(=O)COc2ncnc3sccc23)c(C)n1C1CC1	-0.1	-1.3	4	6	2
7	O=C(NCc1ccc(F)cc1)C(c1ccc(Cl)cc1)N(C(=O)c1csnn1)C1CC1 (centres undefined)	0.1	2.1	5	7	0
8	Cc1ccc(-c2noc(CNC(=O)c3ccc4c(c3)OCO4)n2)cc1	0.1	2.8	2	-8	2
9	COc1ccc(OCCN2CCOCC2)cc1	-0.1	-1.1	-4	4	-1
10	Cc1ccc(NC(=O)C(C)SCc2nc3sc(C)c(C)c3c(=O)[nH]2)nc1 (centres undefined)	-0.1	0.3	1	-5	8

entry	EBNA-1 inh	PP1 inh	PREPL inhibitor	ZTA DNA inh
1	-5	-2	9	-20
2	7	1	-1	3
3	-2	-4	6	-7
4	-1	-5	-4	-1
5	4	-2	10	5
6	0	3	4	6
7	-16	-1	0	5
8	-12	0	-36	0
9	2	0	-3	4
10	7	-2	24	2

An excerpt from above in order of the EBNA-1 inh value, descending:
no.	SMILES	EBNA-1 inh
10	Cc1ccc(NC(=O)C(C)SCc2nc3sc(C)c(C)c3c(=O)[nH]2)nc1 (centres undefined)	7
4	COC(=O)C(C)Sc1nc2c(cnn2-c2ccc(F)cc2)c(=O)[nH]1 (centres undefined)	-1
8	Cc1ccc(-c2noc(CNC(=O)c3ccc4c(c3)OCO4)n2)cc1	-12

Next part
entry	Compound	Efflux pump inh	PP5 primary	Fh CTSL1 inh	core dimer inh	TPT1 inhibitor
11	O=C(N/N=C\c1ccc(Oc2ccccc2)cc1)c1csnn1	0.0	0.3	8	6	-1
12	CCC(C(=O)NCc1ccc(F)cc1)N(CCc1ccccc1)C(=O)c1snc(C(N)=O)c1N (centres undefined)	0.0	3.2	6	16	-3
13	CCc1ccc2oc(=O)cc(CN(C)Cc3ccccc3)c2c1	0.0	1.5	6	13	-4
14	CC(C)=CCC/C(C)=C/CCC(C)NCCN1CCNCC1 (centres undefined)	-0.3	3.4	-6	-4	1
15	CCc1ccc(NC(=O)CCc2nc3sc4c(c3c(=O)[nH]2)CCCC4)cc1	-0.1	-1.1	-1	23	14
16	CCOc1cc(C2CC(=O)NC3=C2C(=O)C(C(=O)OC)C(C)C3)cc(Cl)c1O (centres undefined)	0.0	3.3	0	2	-2
17	CC(=O)/C(N=Nc1cccc(C(F)(F)F)c1)=C(\C)O	0.2	-2.4	1	3	0
18	Cc1ccc(CNC(=O)Cn2c(=O)oc3ccccc32)o1	0.1	3.7	-1	-8	-6
19	COc1ccc(C(C)(C)C)cc1NC(=O)C1CCCO1 (centres undefined)	0.0	-1.4	2	7	-1
20	Cn1c(NC(=O)Cc2ccc(F)cc2)cc(=O)n(C)c1=O	-0.2	0.7	-2	2	-3

entry	EBNA-1 inh	PP1 inh	PREPL inhibitor	ZTA DNA inh
11	-4	-2	1	10
12	-1	-1	-12	5
13	-3	0	29	11
14	5	-4	20	-8
15	7	8	2	-2
16	-7	-5	-5	-9
17	-17	-9	9	-8
18	-17	3	6	-1
19	10	-2	-2	11
20	15	-2	7	3

Continuation:
entry	Compound	Efflux pump inh	PP5 primary	Fh CTSL1 inh	core dimer inh	TPT1 inhibitor
21	O=C(Nc1nc(-c2cccs2)cs1)c1ccc(Cl)s1	0.0	1.7	4	3	0
22	COc1ccc(N(CC(=O)NC(C)C)S(=O)(=O)c2ccc(NC(C)=O)cc2)cc1	0.1	0.3	-4	10	3
23	COc1ccc(-c2[nH]ncc2-c2cnn(-c3ccccc3)c2)c(O)c1	0.0	1.8	4	9	-1
24	CCCc1cc(=O)n2[nH]c(NCc3c(Cl)cccc3Cl)nc2n1	0.1	1.8	-2	1	2
25	Cc1cccc(-n2cnc(C(=O)NC3CCCCCC3)c2)n1	0.4	-0.3	3	5	-1
26	Cc1[nH]c(=O)[nH]c(=O)c1/C=N/NC(=O)CCNC(=O)OC(C)(C)C	-0.3	0.2	2	-2	-2
27	CCCCn1c(N)c(NCCC(C)C)c(=O)[nH]c1=O	0.0	0.8	-3	0	-1
28	Cc1cc(/C=C(\C#N)C(=O)NC2CCCCCC2)c(C)n1C	-0.6	-1.5	1	11	1
29	COc1ccccc1NC(=O)c1cc2ccccc2nc1C	0.1	0.4	2	-3	-3
30	CCOc1cc(N2CCOCC2)c(OCC)cc1NC(=O)COC(=O)/C=C/c1ccc(OC(F)F)cc1	0.0	1.1	4	0	2

entry	EBNA-1 inh	PP1 inh	PREPL inhibitor	ZTA DNA inh
21	-7	1	8	-14
22	-7	-2	8	-1
23	4	4	3	-4
24	6	0	2	-5
25	-10	-3	16	-1
26	4	-2	4	-2
27	-1	-1	-2	-10
28	14	-6	4	8
29	-12	0	3	-19
30	5	-4	26	15

(cont.)
entry	Compound	Efflux pump inh	PP5 primary	Fh CTSL1 inh	core dimer inh	TPT1 inhibitor
31	CC(=O)c1ccc(NC(=O)CCCC(=O)c2ccccc2)cc1	0.2	0.2	-2	2	4
32	Cc1ccc(Cl)c(OCC(=O)NC2CCN(Cc3ccccc3)CC2)c1	0.1	-2.2	-3	-4	3
33	CCN(Cc1ccccc1)C(=O)Cn1c(C(C)O)nc2ccccc21 (centres undefined)	-0.1	-2.6	-4	-2	0
34	CC(C)c1ccc(NC(=O)CN2C(=O)NC3(CCCC3)C2=O)cc1	0.1	1.1	5	9	1
35	O=C(CCC(=O)c1cccs1)NC(c1ccccc1)c1ccccc1	0.0	0.6	16	3	0
36	COc1ccccc1NC(=O)COC(=O)c1c(C)nn(-c2ccccc2)c1C	0.0	-0.7	x	x	x
37	COc1ccc(N=Cc2cc3c(cc2O)OC(N)=C(C#N)C3c2ccccc2)cc1 (centres undefined)	0.0	2.1	-4	20	55*
38	Cc1cccc(-n2cc(-c3ccccc3)c3c(NN4CCOCC4)ncnc32)c1	0.7	6.1	-5	7	-1
39	O=C(CC(NC(=O)OCc1ccccc1)C(=O)O)OCc1ccccc1 (centres undefined)	-0.1	-2.2	-3	2	-1
40	CC1Oc2ccccc2N(CC(=O)N(Cc2ccccc2)Cc2ccccn2)C1=O (centres undefined)	0.0	-1.3	2	2	2

entry	EBNA-1 inh	PP1 inh	PREPL inhibitor	ZTA DNA inh
31	2	-2	-36	-3
32	-3	-6	2	2
33	-9	8	2	-5
34	12	-1	0	2
35	-11	-5	-6	-2
36	x	2	-1	22
37	-2	-1	17	-19
38	-7	2	6	0
39	-9	-6	2	-2
40	11	-1	8	4

Next part:
entry	Compound	Efflux pump inh	PP5 primary	Fh CTSL1 inh	core dimer inh	TPT1 inhibitor
41	CCC(C)(C)NC(=O)C(c1ccccc1)N(C(=O)c1csnn1)C1CC1 (centres undefined)	-0.1	0.4	-1	4	4
42	CN1CCc2c(sc(N)c2C(=O)O)C1	0.2	3.0	1	0	-15
43	CC(C)CN(C(=O)CCc1ccccc1)c1c(N)n(CC(C)C)c(=O)[nH]c1=O	-0.1	1.6	-1	-7	-5
44	COc1ccc(N(C)S(=O)(=O)c2cccc(C(=O)NCC(c3ccco3)N3CCCC3)c2)cc1 (centres undefined)	-0.1	0.3	4	4	-2
45	CCC(C)[C@H](NC(=O)Nc1cccc(Br)c1)C(=O)OC (some centres undefined)	0.0	1.9	-3	-6	-5
46	O=C(CN1CCN(Cc2ccccc2Cl)C1=O)NCc1cccnc1	0.1	0.1	0	0	-2
47	CCC(C)(C)n1nnnc1CN1CCc2ccccc21	-0.1	-2.2	0	23	-1
48	COc1cccc(NC(=O)Cn2nnc(C(=O)NCCc3ccccc3)c2N)c1	-0.4	-1.7	0	9	-2
49	O=C(O)c1nn(CCOc2cccc(Br)c2)c(=O)c2ccccc12	0.5	2.6	3	11	-2
50	Cc1nc(NC(=O)c2cccs2)ccc1Br	-0.2	1.6	0	8	-2
51	CNc1nc2c(c(=O)n(C)c(=O)n2C)n1Cc1ccccc1	0.1	1.4	1	-2	1

entry	EBNA-1 inh	PP1 inh	PREPL inhibitor	ZTA DNA inh
41	3	-1	-4	14
42	-4	-3	-2	-14
43	-3	-2	8	-12
44	-5	-8	5	3
45	3	-1	-11	-7
46	6	0	-6	-1
47	1	7	3	0
48	18	-1	-12	0
49	3	2	-4	6
50	6	-4	-3	17
51	-8	-3	13	-19

Excerpt, entries 36 to 51
entry	Compound	Efflux pump inh	PP5 primary	Fh CTSL1 inh	core dimer inh	TPT1 inhibitor
36	COc1ccccc1NC(=O)COC(=O)c1c(C)nn(-c2ccccc2)c1C	0.0	-0.7	x	x	x
37	COc1ccc(N=Cc2cc3c(cc2O)OC(N)=C(C#N)C3c2ccccc2)cc1 (centres undefined)	0.0	2.1	-4	20	55*
38	Cc1cccc(-n2cc(-c3ccccc3)c3c(NN4CCOCC4)ncnc32)c1	0.7	6.1	-5	7	-1
39	O=C(CC(NC(=O)OCc1ccccc1)C(=O)O)OCc1ccccc1 (centres undefined)	-0.1	-2.2	-3	2	-1
40	CC1Oc2ccccc2N(CC(=O)N(Cc2ccccc2)Cc2ccccn2)C1=O (centres undefined)	0.0	-1.3	2	2	2
41	CCC(C)(C)NC(=O)C(c1ccccc1)N(C(=O)c1csnn1)C1CC1 (centres undefined)	-0.1	0.4	-1	4	4
42	CN1CCc2c(sc(N)c2C(=O)O)C1	0.2	3.0	1	0	-15
43	CC(C)CN(C(=O)CCc1ccccc1)c1c(N)n(CC(C)C)c(=O)[nH]c1=O	-0.1	1.6	-1	-7	-5
44	COc1ccc(N(C)S(=O)(=O)c2cccc(C(=O)NCC(c3ccco3)N3CCCC3)c2)cc1 (centres undefined)	-0.1	0.3	4	4	-2
45	CCC(C)[C@H](NC(=O)Nc1cccc(Br)c1)C(=O)OC (some centres undefined)	0.0	1.9	-3	-6	-5
46	O=C(CN1CCN(Cc2ccccc2Cl)C1=O)NCc1cccnc1	0.1	0.1	0	0	-2
47	CCC(C)(C)n1nnnc1CN1CCc2ccccc21	-0.1	-2.2	0	23	-1

entry	EBNA-1 inh	PP1 inh	PREPL inhibitor	ZTA DNA inh
36	x	2	-1	22
37	-2	-1	17	-19
38	-7	2	6	0
39	-9	-6	2	-2
40	11	-1	8	4
41	3	-1	-4	14
42	-4	-3	-2	-14
43	-3	-2	8	-12
44	-5	-8	5	3
45	3	-1	-11	-7
46	6	0	-6	-1
47	1	7	3	0

entry	Compound	Efflux pump inh	PP5 primary	Fh CTSL1 inh	core dimer inh	TPT1 inhibitor
48	COc1cccc(NC(=O)Cn2nnc(C(=O)NCCc3ccccc3)c2N)c1	-0.4	-1.7	0	9	-2
49	O=C(O)c1nn(CCOc2cccc(Br)c2)c(=O)c2ccccc12	0.5	2.6	3	11	-2
50	Cc1nc(NC(=O)c2cccs2)ccc1Br	-0.2	1.6	0	8	-2
51	CNc1nc2c(c(=O)n(C)c(=O)n2C)n1Cc1ccccc1	0.1	1.4	1	-2	1

entry	EBNA-1 inh	PP1 inh	PREPL inhibitor	ZTA DNA inh
48	18	-1	-12	0
49	3	2	-4	6
50	6	-4	-3	17
51	-8	-3	13	-19
